core dimer inh = HCV core protein dimerization inhibition; 300,000 tested, 0.33% active; inhibition, % at 5 µM; TR-FRET GST/Flag-core106 dimerization, 1536-well;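 active means inhibition above the mean of all tested compounds plus 3 SD, set per screening campaign, cut at about 45% in these data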
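System: GST-tagged and Flag-tagged HCV core protein residues 1-106 / Input: core106 proteins, GST 13.5 nM and Flag 17 nM / Buffer or medium: KF-containing HEPES buffer, pH 7.45, DTT, CHAPS, BSA / Probe or stimulus: Eu-anti-GST and XL665-anti-Flag labelled anti-tag antibodies / Schedule: 4 h, 22.5 °C incubation / Technique: TR-FRET 671 and 617 nm emission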
VLA-4 inh = inhibition in a human VLA-4 binding assay; 330,000 tested, 0.2% active; VLA-4 expressing cells, ligand binding flow cytometry; P13612; inhibition, % (about 7 µM as worked out from the volumes in the protocol); in the data active means inhibition above about 50%
GRK2 aptamer HTS = blocks RNA aptamer binding to human GRK2. inhibition of aptamer binding, % at 10 µM. 330,000 tested, 0.59% active. P25098. bead flow cytometry, FAM-aptamer displacement from GRK2;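 active means inhibition of aptamer binding above 40%, roughly 3 SD of noise, on plates passing a quality check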;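 further: median bead fluorescence of bound FAM aptamer so fluorescent compounds give negative values; no value below 0 was filed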
Target sequence (P25098 whole entry, looked up): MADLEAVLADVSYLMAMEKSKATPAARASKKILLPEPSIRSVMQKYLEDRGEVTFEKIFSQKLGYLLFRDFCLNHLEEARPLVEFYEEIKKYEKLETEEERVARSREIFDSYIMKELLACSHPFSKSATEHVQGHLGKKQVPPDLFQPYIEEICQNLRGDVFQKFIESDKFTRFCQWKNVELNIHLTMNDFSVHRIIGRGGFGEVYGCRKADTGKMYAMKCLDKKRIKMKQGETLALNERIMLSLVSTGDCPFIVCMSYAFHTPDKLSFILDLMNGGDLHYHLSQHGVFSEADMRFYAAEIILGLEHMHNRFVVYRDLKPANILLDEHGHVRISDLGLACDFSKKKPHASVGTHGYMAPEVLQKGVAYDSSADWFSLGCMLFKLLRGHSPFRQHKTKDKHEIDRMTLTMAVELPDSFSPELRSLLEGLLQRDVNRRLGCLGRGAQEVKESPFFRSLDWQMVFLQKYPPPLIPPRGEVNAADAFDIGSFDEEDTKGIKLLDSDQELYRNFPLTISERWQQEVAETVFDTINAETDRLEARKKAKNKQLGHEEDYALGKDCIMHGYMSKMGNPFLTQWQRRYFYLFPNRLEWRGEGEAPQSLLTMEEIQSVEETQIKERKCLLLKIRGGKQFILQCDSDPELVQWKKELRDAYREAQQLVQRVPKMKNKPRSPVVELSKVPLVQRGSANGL
procasp7 counter = counter-screen for procaspase-3 activators: activators of human procaspase-7; P55210; recombinant procaspase-7, Ac-DEVD-pNA absorbance 405 nm; D23A/D198A/D206A triple mutant, cannot self-cleave; scale: DMSO 0, 5 µM enzyme 100; activation, % at 8.5 µM; 330,000 tested, 0.093% active;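 active means percent activation above the screen-wide mean plus 3 SD, cut at about 25% in these data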
Target sequence (P55210 whole entry D23A/D198A/D206A): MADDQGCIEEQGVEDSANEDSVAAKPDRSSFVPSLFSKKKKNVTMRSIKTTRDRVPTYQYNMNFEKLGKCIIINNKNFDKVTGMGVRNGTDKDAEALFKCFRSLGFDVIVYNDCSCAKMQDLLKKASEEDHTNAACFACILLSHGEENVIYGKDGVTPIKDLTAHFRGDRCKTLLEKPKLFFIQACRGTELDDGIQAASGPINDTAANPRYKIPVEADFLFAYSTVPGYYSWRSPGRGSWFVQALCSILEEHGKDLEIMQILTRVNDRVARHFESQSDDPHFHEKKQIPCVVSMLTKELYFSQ
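buffer or medium = Zinc-free HEPES/NaCl buffer, pH 7.4 | material = Procaspase-7 triple mutant (PC-7 D3A) | input = 2 µM procaspase-7 mutant as dispensed | signal = Epi-absorbance of released pNA at 405 nm, two timepoints | timing = 1 h preincubation, 2 h reaction | replicates = singlicate compound testing | evaluation = % activation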
CTSL1 counter = counter-screen for PFM18AAP inhibitors: inhibitors of F. hepatica cathepsin L1. 300,000 tested, 0.49% active. inhibition, % at 5.96 µM. recombinant F. hepatica cathepsin L1, Z-Leu-Arg-MCA fluorescence. AID 1906;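 active means inhibition above the mean of all tested compounds plus 3 SD, set per screening campaign, cut at about 17% in these data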;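 further: 0% = plate median of test compound wells and 100% = 1 µM Z-Phe-Ala-diazomethylketone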
PP1 counter = PP1-alpha (human) inhibition in PP5 counter-screen; 320,000 tested, 0.9% active; inhibition, % at 6.7 µM; P62136; purified PP1alpha, OMFP fluorescence; AID 2235;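 active means inhibition above the mean inhibition of all tested compounds plus 3 SD, computed separately for each screening campaign, cut at about 15% in these data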
JMJD2C inh = human JMJD2C demethylase inhibition; Q9H3R0; GST-JMJD2C(1-420) H3K9me3 demethylation, DELFIA europium; inhibition, % at 2.35 µM; 330,000 tested, 0.069% active;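 active means more than half of a compound's replicate wells show inhibition beyond 50%, single wells judged on their own value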;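 further: signal counts dimethyl H3K9 product captured on neutravidin plate; 0% = median of DMSO wells and 100% = 0.3 times that DMSO median; strong numbers were not always called active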
PP5 primary = inhibitors of human protein phosphatase 5 (PP5) | P53041 | purified PP5c, OMFP substrate fluorescence | inhibition, % at 6.7 µM | 320,000 tested, 0.18% active | AID 1987;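 active means inhibition above the campaign's mean inhibition across all tested compounds plus 3 SD, cut at about 9.5% in these data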;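 further: 0% = DMSO only and 100% = 100 µM cantharidin control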
procasp3 activ = activates human procaspase-3 | AID 463141 | activation, % at 8.5 µM | recombinant procaspase-3 D3A, Ac-DEVD-pNA absorbance 405 nm | 330,000 tested, 0.11% active | P42574;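 active means activation above the mean of all tested compounds plus 3 SD, cut at about 21% in these data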;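 further: 0% = DMSO alone and 100% = DMSO wells spiked with extra 5 µM PC-3 D3A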
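material = Procaspase-3 D3A mutant | probe or stimulus = Ac-DEVD-pNA | compound = single dose, 8.5 µM nominal compound, 0.8% DMSO | timing = 1 h preincubation, 2 h reaction | measured by = 405 nm absorbance of p-nitroaniline, reads at 0 and 120 min | benchmarks = DMSO-only low control, 5 µM PC-3 D3A high control | repeats = singlicate, each compound tested once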
* marks the source's active call; other numbers are inactive results; x = not tested or not shown; & = joins results of further samples.

1	Cc1cc(C)c2nc(Cl)c(CN(Cc3ccco3)C(=O)Nc3ccccc3C)cc2c1
2	CCN(CC)C(=O)c1ccc2c(c1[N+](=O)[O-])C(=O)c1ccccc1C2=O
3	COc1ccc(-c2nc3ccccc3n2Cc2ccccc2)cc1
4	CC1CCc2c(sc3nc(SCC(=O)O)n(-c4ccccc4)c(=O)c23)C1 (stereo not drawn)
5	O=C(Nc1nc(-c2ccc(F)cc2)cs1)c1cccc(N2C(=O)CCC2=O)c1
6	COc1ccccc1-c1oc2ccccc2c1C#CCCO

Assay by compound	1	2	3	4	5	6
core dimer inh	11	-21	5	4	-2	x
VLA-4 inh	14	6	8	3	-4	15
GRK2 aptamer HTS	0	4	2	0	0	4
procasp7 counter	3	-4	1	0	7	5
CTSL1 counter	0	0	-4	2	-10	x
PP1 counter	5	-1	3	3	-5	-1
JMJD2C inh	13	12	3	7	1	0
PP5 primary	2.4	3.3	2.9	3.1	1.5	3.5
procasp3 activ	-4	-2	4	3	8	1

The list goes on; the last 2 above are carried over.
5	O=C(Nc1nc(-c2ccc(F)cc2)cs1)c1cccc(N2C(=O)CCC2=O)c1
6	COc1ccccc1-c1oc2ccccc2c1C#CCCO
7	COc1ccc(OC)c(-c2cc(C(=O)Nc3c(C)nn(Cc4ccccc4Cl)c3C)no2)c1
8	CCCCN(CC)S(=O)(=O)c1ccc(C(=O)N(CCCN(C)C)c2nc3cc(C)cc(C)c3s2)cc1
9	CCC(CC)C(=O)NCCCN1CCOCC1
10	O=C(CCc1ccccc1)NC1(Cc2ccccc2)CCN(CCc2cccs2)C1=O (stereo not drawn)
11	O=CNCc1nc2ccccc2n1CCc1ccccc1
12	O=C(Nc1ccc(S(=O)(=O)N2CCOCC2)cc1)C1CC(=O)N(c2ccc(F)cc2)C1 (stereo not drawn)

Assay by compound	5	6	7	8	9	10	11	12
core dimer inh	-2	x	9	-20	1	x	-13	-12
VLA-4 inh	-4	15	6	-5	-1	2	6	-8
GRK2 aptamer HTS	0	4	0	0	0	0	3	1
procasp7 counter	7	5	6	-8	2	17	-5	-1
CTSL1 counter	-10	x	0	-2	3	x	-2	1
PP1 counter	-5	-1	2	4	-2	-2	-2	1
JMJD2C inh	1	0	-2	-14	-4	-2	6	4
PP5 primary	1.5	3.5	3.8	2.5	-1.1	-1.2	1.6	1.1
procasp3 activ	8	1	8	-6	2	-5	1	0

13	Cc1ccc(-n2c(CNc3cccc(Cl)c3)n[nH]c2=S)cc1
14	CC(C)[C@H](NC(=O)NC1CCN(Cc2ccccc2)CC1)C(=O)O
15	Cc1nn(C)cc1CNCc1c(C(=O)N2CCCCC2)nc2c(C)cccn12
16	Cc1oc(-c2ccccc2)nc1C(=O)OCC(=O)NC(C)c1ccccc1 (stereo not drawn)
17	COc1ccccc1C(=O)N/N=C(\C)c1ccc(NC(=O)C2CC2)cc1
18	CN1CCN(S(=O)(=O)c2ccc(N)cc2)CC1

Assay by compound	13	14	15	16	17	18
core dimer inh	-8	-2	-2	x	5	3
VLA-4 inh	18	-1	-4	13	-6	20
GRK2 aptamer HTS	6	0	2	2	0	1
procasp7 counter	-17	-6	2	-2	9	-3
CTSL1 counter	-3	-4	-5	x	0	-4
PP1 counter	-2	-3	-3	-3	3	-5
JMJD2C inh	-2	5	2	-1	-1	-4
PP5 primary	2.8	-2.9	1.5	-1.1	-3.5	-1.5
procasp3 activ	-8	12	5	3	-5	7

19	CCC(=O)Nc1ccc(S(=O)(=O)NCc2ccco2)cc1
20	Cc1[nH]c(=O)cc2ccccc12
21	COc1ccc(C(=O)Nc2ccc(C(=O)NCC3CCCO3)cc2)c(OC)c1OC (stereo not drawn)
22	CCOC(=O)C1=C(C)NC(=O)NC1c1ccc(F)cc1 (stereo not drawn)
23	COc1cnc(-c2ccccc2)nc1Oc1ccc(C(C)(C)C)cc1
24	COCc1cc(Sc2c(Cl)cccc2Cl)nc(-c2ccccc2)n1

Assay by compound	19	20	21	22	23	24
core dimer inh	2	3	3	0	1	-12
VLA-4 inh	1	-5	2	-12	-11	10
GRK2 aptamer HTS	0	1	1	5	0	0
procasp7 counter	6	0	11	3	8	-4
CTSL1 counter	-1	-3	2	-1	0	-3
PP1 counter	4	-3	-1	-5	-1	-4
JMJD2C inh	-6	11	8	1	-3	0
PP5 primary	3.1	0.2	0.0	1.9	3.5	1.6
procasp3 activ	-3	-7	11	10	-1	4

25	CN(C)c1ccc(CNC(=O)CCS(=O)(=O)c2ccc3c(c2)oc(=O)n3C)cc1
26	CCOC(=O)N1CCN(S(=O)(=O)c2ccc(C(=O)N(CCN(C)C)c3nc4ccc(CC)cc4s3)cc2)CC1
27	O=C(Nc1ccccc1)C1CCN(C(=O)c2ccc([N+](=O)[O-])cc2)CC1
28	C=CCN1C(=O)C(CC(=O)NCC)SC1=Nc1ccc(S(N)(=O)=O)cc1 (stereo not drawn)
29	COc1cc2cc(C(N)=O)c(N)nc2cc1OC
30	CCC(C)n1cnc2c(c1=O)c1nc3ccccc3nc1n2Cc1ccc(OC)cc1 (stereo not drawn)

Assay by compound	25	26	27	28	29	30
core dimer inh	-6	10	-1	1	-5	9
VLA-4 inh	26	8	4	-15	1	4
GRK2 aptamer HTS	4	2	0	0	0	4
procasp7 counter	4	-1	-4	1	2	-2
CTSL1 counter	-3	-1	-1	5	2	3
PP1 counter	-5	2	2	0	1	3
JMJD2C inh	-13	-7	-5	-9	9	-14
PP5 primary	-0.4	2.3	5.8	-0.2	0.8	2.2
procasp3 activ	5	6	2	-4	-5	3

31	O=C(NCC1CC1)c1ccc(Oc2cc(Cl)cc(Cl)c2)o1
32	O=C(NCCCN1CCOCC1)c1cc(-c2ccccc2)on1
33	O=C(NCc1ccc2c(c1)OCO2)C1CCCN1C(=O)Nc1cccc(F)c1 (stereo not drawn)
34	CCN1CCCC(OC(=O)Nc2ccccc2)C1 (stereo not drawn)
35	CCCC/C(C)=N/NC(=O)CN(c1ccc(Br)cc1)S(=O)(=O)c1ccccc1
36	CC(=O)Nc1cc(C(=O)OCC(=O)c2ccc(C)cc2)ccc1C

Assay by compound	31	32	33	34	35	36
core dimer inh	-1	-4	-2	2	8	2
VLA-4 inh	10	19	7	-10	18	-1
GRK2 aptamer HTS	0	2	0	0	1	0
procasp7 counter	-9	10	4	-8	-7	7
CTSL1 counter	-3	-2	4	0	-1	-3
PP1 counter	-6	-2	1	-8	3	2
JMJD2C inh	-1	-3	3	45	3	-8
PP5 primary	2.8	1.7	0.6	0.4	-1.0	-1.1
procasp3 activ	0	-1	-6	-6	-2	0

The last four entries of the section above are carried over, then new ones follow:
33	O=C(NCc1ccc2c(c1)OCO2)C1CCCN1C(=O)Nc1cccc(F)c1 (stereo not drawn)
34	CCN1CCCC(OC(=O)Nc2ccccc2)C1 (stereo not drawn)
35	CCCC/C(C)=N/NC(=O)CN(c1ccc(Br)cc1)S(=O)(=O)c1ccccc1
36	CC(=O)Nc1cc(C(=O)OCC(=O)c2ccc(C)cc2)ccc1C
37	CSc1nc(-c2ccccc2)nc(N2CCCC2)c1C(C)=O
38	O=S(=O)(NCc1ccc(Cl)cc1Cl)c1ccc(N2CCOCC2)nc1
39	CC(=O)c1cccc(-n2nnnc2SCC(=O)NNC(=O)C2CCCCC2)c1
40	CC(C)(C)N(Cc1ccccc1)C(=O)c1ccc2c(c1)OCCO2
41	COc1ccc(N2CCN(C(C)C(=O)N3CCc4ccccc43)CC2)cc1 (stereo not drawn)
42	O=C(NC1CCCC1)C(c1ccccn1)N(C(=O)c1csnn1)c1ccccc1Cl (stereo not drawn)

Assay by compound	33	34	35	36	37	38	39	40	41	42
core dimer inh	-2	2	8	2	-1	5	5	2	-9	-1
VLA-4 inh	7	-10	18	-1	5	9	8	-1	7	15
GRK2 aptamer HTS	0	0	1	0	2	0	0	0	5	0
procasp7 counter	4	-8	-7	7	-2	1	1	10	-5	-8
CTSL1 counter	4	0	-1	-3	1	2	14	3	-4	0
PP1 counter	1	-8	3	2	1	4	1	0	-2	-2
JMJD2C inh	3	45	3	-8	-15	2	14	17	-3	-15
PP5 primary	0.6	0.4	-1.0	-1.1	0.4	-0.4	-0.8	3.4	2.0	2.9
procasp3 activ	-6	-6	-2	0	5	-4	3	-2	-1	-2

43	CC1=C(C(=O)OCC(C)C)C(c2ccsc2)C2=C(CCCC2=O)N1 (stereo not drawn)
44	Cc1ccc(N=C/C(C(=O)C(F)(F)F)=C(\O)c2cccs2)cc1
45	CC(=O)Nc1ccc(C2=NN(CC#N)C(=O)SC2)cc1
46	O=C(c1ccccc1)N1CCC(CC2CC(c3ccc(Cl)cc3)=NO2)(C(=O)NCC2CCCCC2)CC1 (stereo not drawn)
47	C(=N\Nc1ncnc2ccccc12)/c1ccccc1
48	O=C1[C@@H]2CSCN2C(=O)CN1Cc1c(F)cccc1Cl

Assay by compound	43	44	45	46	47	48
core dimer inh	-5	0	-5	16	-2	8
VLA-4 inh	6	-2	6	6	-1	1
GRK2 aptamer HTS	0	0	3	1	1	0
procasp7 counter	0	3	-8	-1	14	-1
CTSL1 counter	-1	0	0	0	0	-3
PP1 counter	2	3	-2	3	1	0
JMJD2C inh	-3	-7	-6	8	10	-6
PP5 primary	2.1	0.3	2.4	2.3	3.8	-1.3
procasp3 activ	5	10	0	-6	-22	5

49	Cc1cc(C)cc(NC(=O)CN2CCN(c3ccccn3)CC2)c1
50	Cn1c(C(C)(O)C(O)c2ccccc2)nc2ccccc21 (stereo not drawn)
51	CCOc1ccc2[nH]cc(S(=O)(=O)c3ccc(F)cc3)c(=O)c2c1
52	O=[N+]([O-])c1ccc(N2CCOCC2)cc1NCc1ccccc1
53	COc1ccc(S(=O)(=O)NCc2ccco2)cc1-c1nnc2c3ccccc3c(C)nn12
54	CCOc1ccc(NC(=O)CSc2nnc(-c3ccoc3C)n2CC2CCCO2)cc1 (stereo not drawn)
55	COc1cc(S(=O)(=O)Nc2cccc3cn[nH]c23)c(OC)cc1Cl
56	CCn1c(-c2nn(-c3ccc(C)cc3)ccc2=O)n[nH]c1=S
57	O=C(Nc1ccc2c(c1)CN(Cc1ccccc1O)CC2)C1CCCO1 (stereo not drawn)

Assay by compound	49	50	51	52	53	54	55	56	57
core dimer inh	-35	-6	-1	4	2	6	-1	1	-10
VLA-4 inh	14	-22	22	-7	21	2	-9	0	-111
GRK2 aptamer HTS	0	3	1	1	4	2	3	4	3
procasp7 counter	-12	4	3	3	2	2	6	3	4
CTSL1 counter	-2	11	-4	3	-3	0	0	1	-1
PP1 counter	0	-7	-4	-3	5	-3	-1	2	-2
JMJD2C inh	-9	-7	-1	-150	-2&3	2	-7	2	3
PP5 primary	4.5	-10	-1.1	-0.3	2.0	-0.9	2.1	-0.1	3.2
procasp3 activ	12	1	11	-15	12	1	0	8	-1
